High-throughput results from PubChem BioAssay.
Statin myotox sup: suppressors of simvastatin-induced myotoxicity in C2C12 myotubes | AID 602340 | rescue of ATP level, % at 7.49 µM | ATP luminescence, 48 h; scaled: DMSO 0, geranylgeraniol control 100 | 0.78% of 330,000 active;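 active means mean ATP rescue above about 67%, or every replicate alone reaching that limit, limit read from the data, passing the limit was not always enough; inconclusive means no clear call, values can overlap the other calls; inactive means mean under the limit and some replicate under it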;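 further: myotubes were challenged with 10 µM simvastatin during compound exposure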
XiGFP reactiv: reactivates the inactive X chromosome in mouse fibroblasts | XiGFP mouse fibroblasts, % GFP-positive cells imaging, 3 d; cells co-treated with 5-aza-dC sensitizer; scaled so ellipticine positive control = 100% | activation, % at 7.58 µM | 0.055% of 360,000 active | AID 743238;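 active means mean normalized replicate activation at least 10% and every replicate at or above 10%; inconclusive means only one of the two criteria met; inactive means mean below 10% and not all replicates reach 10%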;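 further: 0% = median of on-plate neutral control wells and 100% = ellipticine 6 µM median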
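System: 68-5-11 XiGFP fibroblast line | Buffer or medium: DMEM containing 5-aza-dC | Compound: Single point | Times: Compounds 3 days, fix/stain 15 min at room temperature | Benchmarks: Positive control ellipticine, 6 µM final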
PGC1a acetyl inh: lowers PGC1a acetylation signal in U2OS cells | 0.17% of 350,000 active | inhibition, % at 15.6 µM | AlphaScreen anti-acetyl-lysine; with virally co-expressed GCN5 acetyltransferase | AID 651687;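 active means every replicate shows inhibition of at least 40%; inconclusive means mean inhibition at least 40% but some replicate below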;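 further: 0% = neutral control wells and 100% = positive control wells; some results beyond the cut were filed as inactive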
Cneo AK release: Cryptococcus neoformans lysis via adenylate kinase release | C. neoformans lysis, adenylate kinase release luminescence, 4 h; normalised: neutral wells 0, clomiphene wells 100 | lysis activity, % at 15 µM | 0.2% of 360,000 active | AID 651654;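 active means mean lysis activity across replicates of at least 80%, whatever share of replicates individually reach that level; inactive means mean lysis activity below 80%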
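Material – Cryptococcus neoformans yeast cells · Quantity – 5 × 10^6 yeast cells/mL · Buffer or medium – YPD medium · Compound – single dose · Timing – 4 h static compound exposure, 37 °C, read 1 h post-reagent · Signal – adenylate kinase release luminescence · Read-out basis – lysis from increased AK signal · Benchmarks – Clomiphene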
LGR2 antag: Drosophila LGR2 receptor signaling inhibition; AID 720647; 0.35% of 380,000 active; inhibition, % at 9.99 µM; HEK293 LGR2, CRE-luciferase, bursicon-stimulated, 4 h;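 active means drop in luminescence signal, shown as inhibition above about 50% in the replicate tests, limit read from the data, passing the limit was not always enough; inconclusive means probably only some replicates passing the limit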;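 further: agonist challenge used bursicon conditioned medium at about half maximal strength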
S100A4 MyoIIA: S100A4-myosin IIA interaction inhibition; P26447; 0.14% of 360,000 active; inhibition, % at 10.7 µM; AID 652163; S100A4/TAMRA-MyoIIA peptide fluorescence polarization;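 active means mean inhibition of at least 70% across replicates, with every replicate also reaching that level; inconclusive means mean inhibition reaches 70% but some replicates fall short; inactive means mean inhibition below 70%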
Target sequence (P26447 whole entry, looked up): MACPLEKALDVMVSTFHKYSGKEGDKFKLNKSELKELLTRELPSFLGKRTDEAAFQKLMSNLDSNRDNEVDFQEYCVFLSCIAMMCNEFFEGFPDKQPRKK
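System – human S100A4 monomer protein, biochemical binding assay · Buffer or medium – Calcium-containing HEPES buffer, pH 7.2 · Timing – 5 min between mix addition and reading · Also added – TAMRA-labelled myosin IIA heavy-chain peptide probe, 5 nM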
ERAP1 inh: blocks human ERAP1 aminopeptidase activity; Q9NZ08; recombinant ERAP1, Leu-AMC fluorescence, 60 min; inhibition, % at 10.7 µM; 0.15% of 340,000 active; AID 652197;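 active means mean replicate inhibition of at least 30%, or all replicates individually reaching that 30% level; inactive means mean below 30% and not every replicate reaching it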;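 further: 0% = neutral control wells and 100% = L-leucinethiol positive control wells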
SIRT5 block: inhibitors of human sirtuin-5 desuccinylase; Q9NXA8; Purified SirT5, succinyl-peptide AMC, trypsin-coupled fluorescence; inhibition, % at 15 µM; 1.1% of 330,000 active; AID 652115; in the data active means inhibition above about 15%; inconclusive means no clear call, values can overlap the other calls
Target sequence (Q9NXA8 whole entry, looked up): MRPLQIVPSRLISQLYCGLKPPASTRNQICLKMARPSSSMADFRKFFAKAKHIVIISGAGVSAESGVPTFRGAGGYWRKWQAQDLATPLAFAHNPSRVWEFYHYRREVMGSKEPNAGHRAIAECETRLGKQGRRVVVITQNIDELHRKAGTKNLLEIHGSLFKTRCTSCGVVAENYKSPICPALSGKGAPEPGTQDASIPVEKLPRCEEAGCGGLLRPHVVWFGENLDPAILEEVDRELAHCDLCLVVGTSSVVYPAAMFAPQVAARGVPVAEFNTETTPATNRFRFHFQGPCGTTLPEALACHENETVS
The depositor's hits bear a star; ? = inconclusive; nt = not tested or not shown; & = joins results of further samples. Only part of the results is shown, so the mix of outcomes need not match the whole.

SMILES	Statin myotox sup	XiGFP reactiv	PGC1a acetyl inh	Cneo AK release	LGR2 antag	S100A4 MyoIIA	ERAP1 inh	SIRT5 block
CCCC(C(=O)NC(C)(C)CC)N(Cc1ccco1)C(=O)CNS(=O)(=O)c1ccccc1 (stereo unspecified)	6	0.5	nt	3	9	-2	1	-1
COc1ccc(NC(=O)N(CCCN2CCOCC2)Cc2cccnc2)c(OC)c1	-5	0.0	-8	2	-15	-1	nt	nt
CN(C)C(=O)c1cccc(-c2ccc3c(c2)[C@@H]2[C@@H](CCN2C(=O)C2CCCC2)[C@@H](CO)N3)c1	nt	0.1	-1	nt	-13	0	-2	0
CN1CCN(C(=O)C[C@H]2C=C[C@H](NS(=O)(=O)c3cccc(F)c3)[C@@H](CO)O2)CC1	2	0.9	-1	15	12	-2	0	-1
O=S(=O)(Nc1ccc2c(c1)OCO2)c1cccc(Br)c1	-7	0.5	-2	2	5	-2	0	0
COc1ccc(COC[C@@]23Oc4ccccc4[C@@H](NC(=S)N2C)[C@H]3CO[Si](C)(C)C(C)(C)C)cc1	nt	nt	-30	0	nt	7	-1	-1
COc1cccc(CN2[C@@H](CO)[C@H](c3ccccc3)C23CN(C(=O)C2CCCC2)C3)c1	nt	-0.1	7	nt	6	16	0	26*
CCN(Cc1nc(-c2cccc(Cl)c2)no1)CC1CCCO1 (stereo unspecified)	1	0.0	5	nt	-48	-1	1	0
O=C(CN1C(=O)C2CC=CCC2C1=O)NCC(=O)Nc1ccc(F)c(F)c1 (stereo unspecified)	2	0.0	-5	0	-5	-8	-3	0
O=C(NCC(=O)N1CCN(Cc2c(F)cccc2Cl)CC1)c1cccs1	-8	-0.1	8	0	-13	-4	1	nt
O=C(COc1ccccc1)Nc1nnc(C23CC4CC(CC(C4)C2)C3)s1	-6	0.1	nt	0	-54	-2	4	-2
COc1ccccc1N1CCN(/N=C/c2ccccc2C(=O)O)CC1	-3	0.4	-13	3	2	0	nt	-1
COC(CNC(=O)CN1CCN(Cc2ccccc2F)C1=O)OC	-8	0.2	nt	-4	3	1	-9	0
CCCNC(=O)N[C@H]1CC[C@H](CCn2cc(C3CC3)nn2)O[C@@H]1CO	-3	0.5	15	54	6	-3	6	1
Cc1cc(C)cc(N(CC(=O)NC(C)(C)C)C(=O)CCC(=O)Nc2nccs2)c1	0	0.2	-1	-2	6	-2	5	-3
Brc1ccc(-c2csc3ncnc(-n4nnc5ccccc54)c23)cc1	nt	-0.1	2	-3	15	nt	nt	nt
NC(=NCCc1ccccc1)NC(=O)c1cc(Cl)ccc1O	nt	0.3	nt	nt	-23	6	nt	0
COC(=O)C(C(=O)Nc1ccccc1C)C1CCCCCC1 (stereo unspecified)	nt	0.0	-6	nt	1	-5	-6	-2
CN(CC(=O)Nc1ccc(Cl)cc1)C(=O)CNC(=O)c1ccc2c(c1)OCO2	5	0.0	4	-1	-8	11	-2	-6
O=C(O)c1ccccc1Nc1ccc2nonc2c1[N+](=O)[O-]	6	-0.1	nt	-2	8	-1	-5	5

Further structures:
SMILES	Statin myotox sup	XiGFP reactiv	PGC1a acetyl inh	Cneo AK release	LGR2 antag	S100A4 MyoIIA	ERAP1 inh	SIRT5 block
COc1ccccc1CNC(=O)COC(=O)CSc1ccc(C)c(C)c1	-2	0.2	-10	4	15	1	-4	-3
Cc1cc(NC(=O)CSc2nc3c(cnn3-c3cccc(Cl)c3)c(=O)[nH]2)no1	1	0.1	6	-1	-17	-1	-1	-2
CC(O)(C#CCN1CCCC1)c1ccccc1 (stereo unspecified)	-9	nt	3	0	-8	nt	nt	nt
CC(C)(C)c1csc(NC(=O)c2ccc(Br)o2)n1	nt	0.0	-3	-2	-84	1	0	-1
O=C(COC(=O)c1nc(Cl)ccc1Cl)Nc1ccc2[nH]c(=O)[nH]c2c1	-13	0.0	3	1	-2	4	-1	-4
CN(C)C(CNC(=O)c1ccc(S(=O)(=O)Nc2ccccc2)cc1)c1ccco1 (stereo unspecified)	7	0.5	-2	nt	-10	-10	1	-2
COC(=O)c1ccccc1NC(=O)CSc1n[nH]c(-c2ccco2)n1	-2	0.1	-9	1	-3	-1	-4	-5
C[C@H]1CN([C@@H](C)CO)C(=O)c2cc(NS(=O)(=O)c3ccc(Cl)cc3)ccc2O[C@H]1CN(C)C(=O)Nc1cccc2ccccc12	32	0.1	1	-6	8	-6	-1	0
COCCNC(=O)CSc1nnc(-c2ccccc2)c(-c2ccccc2)n1	0	0.0	nt	-3	-1	3	2	-2
Cc1cc(C)c(-c2csc(NC(=O)/C=C/c3cccs3)n2)c(C)c1	-7	0.2	2	-4	4	nt	nt	nt
C=C(c1ccccc1O)n1ccnc1	-9	0.0	-9	-2	-7	3	5	-3
O=C(C(=O)N1CCN(C(=O)C2CCCC2)CC1)c1cccc(C(F)(F)F)c1	nt	0.0	nt	nt	-6	1	-4	nt
COC(=O)c1c(NC(=O)CCS(=O)(=O)c2ccccc2)sc2c1CCN(C)C2	-6	0.2	nt	1	-3	0	-1	-5
COCC#Cc1ccc([C@@H]2[C@H]3CN(C(=O)CN(C)C)CCCCN3[C@H]2CO)cc1	nt	0.3	9	1	4	-9	0	-2
COc1cc(C(NC=O)C(=O)Nc2c(C)cccc2C)ccc1O (stereo unspecified)	5	0.0	5	1	4	9	-2	-1
CCCCNC(=O)[C@H]1C[C@H]1[C@@H](O)[C@H](CO)NC(=O)[C@H](COCc1ccccc1)NC(=O)OC(C)(C)C	0	0.1	nt	1	nt	-4	-2	6
CCCCn1c2nc3ccccc3nc2c2c(=O)n(-c3ccccc3)cnc21	nt	0.2	-1	4	-10	0	-20	-4
COc1ccc(S(=O)(=O)N(C)C[C@H]2Oc3ccc(NC(=O)CCC(F)(F)F)cc3C(=O)N([C@H](C)CO)C[C@H]2C)cc1	-1	0.0	6	-3	-3	-9	1	1
C/C=C/c1ccc2c(c1)O[C@H](CN(C)C(=O)Nc1ccccc1)[C@@H](C)CN([C@H](C)CO)S2(=O)=O	11	-0.8	-10	-4	-27	-2	-3	-1
O=S1(=O)CC(N2CCCC2)CN1Cc1cn(Cc2ccc(Cl)cc2)nn1 (stereo unspecified)	nt	0.1	nt	nt	4	-1	0	-5

Next section
SMILES	Statin myotox sup	XiGFP reactiv	PGC1a acetyl inh	Cneo AK release	LGR2 antag	S100A4 MyoIIA	ERAP1 inh	SIRT5 block
NC(=O)[C@@H]1CCCN1Cc1nc(Cc2ccccc2F)no1	13	1.7	6	0	-1	-1	2	3
Cc1nc(N)nc(N)c1-c1ccc(Cl)c(Cl)c1	0	0.7	1	nt	17	2	-6	nt
COc1ccc(NC(=O)CCC(=O)N2CCCC2)c([N+](=O)[O-])c1	-9	0.0	5	-4	-1	-1	-9	4
COc1cc(OC)c2c3c(c(C4CCCCC4)nc2c1)CCC3	-3	0.0	-2	4	-16	60	1	nt
C[C@H](CO)N1C[C@H](C)[C@H](CN(C)Cc2ccncc2)Oc2c(NS(=O)(=O)c3cccs3)cccc2C1=O	27	0.5	-3	-4	13	-40	-3	-2
CCc1nc2ccc(C(=O)N3CCN(S(=O)(=O)CC)CC3)cn2c1N(C)C(=O)C1CCCCC1	4	0.0	1	-2	nt	-1	0	2
COc1cc(-c2noc(C)c2C#Cc2ccsc2)cc(OC)c1OC	-54	0.0	nt	-2	-2	-1	6	-2
CC1(C(=O)Nc2cnc3ccccc3c2)CCN1C(=O)c1ccccc1CCc1ccccc1 (stereo unspecified)	-1	0.0	-10	0	16	1	2	5
CCN(C(=O)COC(=O)CCOc1cc(C)ccc1C)c1c(N)n(Cc2ccccc2)c(=O)[nH]c1=O	9	0.0	nt	2	2	-11	-5	-21
COC(=O)[C@]12CCCCC=C1N(Cc1ccc(Cl)cc1Cl)C(=O)[C@H](CC(=O)N1CCCC1)C2	nt	-0.1	nt	nt	7	-2	-1	0
C[C@@H]1CCCCO[C@@H](CN(C)CC2CC2)[C@@H](C)CN([C@H](C)CO)C(=O)c2cc(NC(=O)Nc3ccc(F)cc3)ccc2O1	48	0.2	20	2	3	-2	1	-3
CCOc1cccc(=O)c2c(C)n(CC(=O)c3ccccc3)c(C)c12	nt	0.6	4	nt	-6	-2	1	0
C[C@@H]1CCCCO[C@H](CN(C)S(=O)(=O)c2ccc(Cl)cc2)[C@H](C)CN([C@H](C)CO)C(=O)c2cc(NS(=O)(=O)c3ccc(Cl)cc3)ccc2O1	nt	0.1	-12	-11	13	nt	nt	nt
O=C(c1cccc(F)c1)N1CCCCN2[C@@H](CO)[C@H](c3ccc(-c4cccnc4)cc3)[C@@H]2C1	nt	0.1	-15	-4	-10	?	1	-1
Cc1noc(C)c1NC(=O)Nc1ccc2c(c1)CC(=O)N([C@@H](C)CO)C[C@H](C)[C@H](CN(C)C(=O)Nc1ccc3c(c1)OCO3)O2	-24	0.0	-4	-2	13	-12	-3	0
C[C@@H]1CCCCO[C@H](CN(C)S(=O)(=O)c2cn(C)cn2)[C@H](C)CN([C@@H](C)CO)C(=O)c2cc(NS(=O)(=O)c3ccc(F)cc3)ccc2O1	-2	0.1	nt	51	-14	0	2	0
Cn1nc(-c2ccc(NCCO)c([N+](=O)[O-])c2)c2ccccc2c1=O	nt	0.1	-9	nt	-19	7	0	-2
O=C(Cc1ccccc1)O/N=C1\CCCc2ccccc21	nt	0.1	-26	nt	15	-3	3	0
Cc1ccc(S(=O)(=O)N(C)C[C@@H]2Oc3ccc(NC(=O)Nc4ccccc4)cc3CC(=O)N([C@H](C)CO)C[C@H]2C)cc1	8	-0.4	-11	0	2	6	-2	2
COc1ccc(NC(=S)N2CCN(Cc3ccccc3)CC2)cc1	nt	0.1	5	nt	-42	-4	6	94*

Next records:
SMILES	Statin myotox sup	XiGFP reactiv	PGC1a acetyl inh	Cneo AK release	LGR2 antag	S100A4 MyoIIA	ERAP1 inh	SIRT5 block
CCCNC(=O)C[C@@H]1C[C@@H]2c3cc(N(C)C)ccc3O[C@@H]2[C@H](CO)O1	-5	0.0	-6	-4	-9	7	1	-1
Cc1noc(C)c1NC(=O)N(C)C[C@H]1Oc2ccc(NS(=O)(=O)c3cccs3)cc2C(=O)N([C@H](C)CO)C[C@@H]1C	-23&11	0.0&0.0	6&-8	-4&0	-13&-4	-3&-7	1&-5	0&-1
COCC(=O)Nc1ccc2c(c1)C(=O)N(C)C[C@H](OC)[C@H](C)CN(Cc1cccnc1)[C@@H](C)CO2	-10	0.0	-5	-13	6	-5	-3	-2
COc1ccc(CNC(=O)N(C)C[C@@H]2OCc3ccccc3-c3c(n(C)c4ccccc34)C(=O)N([C@H](C)CO)C[C@@H]2C)cc1	9	0.4	9	59	22	67	-4	6
O=C(O)c1ccccc1C(=O)N1N=C2/C(=C/c3cccc([N+](=O)[O-])c3)CCCC2C1c1cccc([N+](=O)[O-])c1 (stereo unspecified)	nt	-0.1	3	nt	-5	-1	-9	24*
O=C(Nc1ccc(F)cc1)C1CCCN1S(=O)(=O)c1ccc(Br)cc1 (stereo unspecified)	8	0.0	nt	-1	4	5	0	6
COC(=O)CSc1nnc(CNc2ccc(Cl)cc2)n1Cc1ccccc1	26	nt	3	1	-2	nt	nt	nt
